mouse EphA4 binding – inhibitors of EphA4 binding to KYL peptide, primary screen, biochemical, colorimetric, mouse EphA4 (AID 689). hit rate 0.1% among 62,000. EphA4-AP binding to KYL peptide, pNPP A405; higher % means a stronger effect. inhibition, % at 10 µM; hits with a dose series show IC50 in µM; in the data active means a potency from the dose series; inactive means the rest, 99 in 100 with inhibition below about 22%
* = called active by the depositor; & = joins results of further samples. Some of the compounds tested; rates above refer to the full screens.

SMILES | mouse EphA4 binding
O=C(Cc1ccc(F)cc1)Nc1ccc(Cl)cc1Cl | -13%
Cn1c(-c2nonc2NC(=O)c2ccc(C(C)(C)C)cc2)nc2ccccc21 | -10%
Cc1ccc(C(=O)N2CCN(c3cc(=O)[nH]nc3-c3ccccc3)CC2)cc1 | -4%
COc1ccc(/C(O)=C2\C(=O)C(=O)N(CCN(C)C)C2c2cccc(OC)c2OC)cc1Cl (centres undefined) | -2%
Cc1ccc(NC(=O)c2ccc([N+](=O)[O-])cc2)c(C(=O)c2ccccc2)c1 | 8%
CCc1nnc(NC(=O)C2Cc3ccccc3CN2S(=O)(=O)c2ccc(C)cc2)s1 (centres undefined) | -2%
CC/C(O)=C(\C#N)c1nnc2n1CCCCC2 | -14%
COCCn1nnnc1CN1CCN(c2cccc(C(F)(F)F)c2)CC1 | -6%
CC(C)(C)OC(=O)NCC(=O)N1CCC(C(=O)O)CC1 | -18%
CCCCOC(=O)Nc1ccc(C(=O)OC)cc1 | 6%
Cc1ccccc1CN(c1ccc(C(=O)NCCC2=CCCCC2)cc1)S(C)(=O)=O | -1%
COc1cc(/C=N/n2cnnc2)ccc1O | -14%
CCN1C2=NCCCN2c2ccccc21 | -30%
Cc1cc(C)c2nc(NC3=NCN(CCN4CCOCC4)CN3)nc(C)c2c1 | -9%
O=C(CNS(=O)(=O)c1cccs1)N1CCc2ccccc2C1 | -9%
CCOc1ccc(N(Cc2cc3cc(OC)ccc3[nH]c2=O)C(=O)C2CCCO2)cc1 (centres undefined) | -1%
COc1cccc(CNC(=O)C2CCCN(S(=O)(=O)c3cnc[nH]3)C2)c1 (centres undefined) | -6%
CN(/C=C/C(=O)C(F)(F)F)Cc1ccccc1 | -6%
CCc1nc2ccc(C)cc2c(C(=O)NC2CCCCC2C)c1C (centres undefined) | -6%
O=c1[nH]ncc2c3ccccc3n(Cc3ccccc3)c12 | -7%
C=CCc1c(C)nn(CC(=O)O)c1-c1ccccc1 | -8%
COCCn1c(-c2ccccc2)nc2oc3cc(OC)ccc3c(=O)c2c1=O | -6%
COc1cccc(-n2nnnc2S(C)(=O)=O)c1 | -7%
Cc1nc2ccc(NC(=O)Cc3ccsc3)cc2s1 | -8%
O=C(c1cccnc1)N1CCN(S(=O)(=O)c2ccc(S(=O)(=O)N3CCCC3)cc2)CC1 | -24%
The list continues.
SMILES | mouse EphA4 binding
COc1ccc(N2CCN(C(=O)c3ccc(OCC4CCCO4)cc3)CC2)cc1 (centres undefined) | -4%
COc1ccccc1OCCOc1ccccc1OC | -6%
O=[N+]([O-])c1ccc(Oc2ccc(F)cc2Br)c2ccncc12 | -4%
CC(C)OC(=O)CSc1nc2cccnc2n1-c1ccc(F)cc1 | -12%
C=CCN1C(=O)/C(=C\c2cc(OC)c(O)c([N+](=O)[O-])c2)C(=O)NC1=S | 7%
C=CCOC(=O)C1=C(C)NC(=O)NC1c1ccc(Cl)cc1 (centres undefined) | -12%
CCC(C)NC(=O)CCCCCn1c(=O)[nH]c2cc(OC)c(OC)cc2c1=O (centres undefined) | -10%
FC(F)(F)c1nnc(-c2ccccc2)nc1Sc1ccccc1 | 0%
COc1c(Cl)cc(C(=O)Nc2cccc3ccccc23)cc1Cl | -14%
Cc1oc(-c2ccccc2)nc1C(=O)OCC(=O)NC(=O)NCC(C)C | -5%
O=C(CSc1nnc(-c2c[nH]c3ccccc23)o1)c1ccccc1 | -11%
CC1(C)C(=O)Nc2ccccc2N1C(=O)COC(=O)C12CC3CC(CC(O)(C3)C1)C2 | 9%
CC1=C(C(=O)NCc2ccccc2)C(c2cccnc2)n2ncnc2N1 (centres undefined) | -2%
CCN(CC)CCCNC(=O)c1ccc(Cl)cc1 | -5%
Clc1ccc(-n2cccc2/C=N/n2cnnc2)cc1 | 4%
COc1ccc(Cc2nnc(SCC(=O)c3cccc([N+](=O)[O-])c3)n2C)cc1 | -14%
Clc1ccccc1CSc1snnc1-c1ccccc1 | 3%
C=CCN(CC=C)C(=O)C(=O)c1cc(C)n(-c2ccc([N+](=O)[O-])cc2)c1C | -3%
O=C(O)CN1C(=O)COc2cc(S(=O)(=O)N3CCCC3)ccc21 | -1%
CC(=O)c1cccc(N2C(=O)C3C4C=CC(C4=C(C)C)C3C2=O)c1 (centres undefined) | -12%
Cc1ccc2nc(-c3cc(NC(=O)COc4ccccc4)ccc3OC(=O)COc3ccccc3)oc2c1 | 6%
CCc1nccn1S(=O)(=O)c1ccc(OC)c(C)c1C | -14%
Cc1ccc(C)c(C(=O)COc2ccc(C)nc2[N+](=O)[O-])c1 | -3%
Cn1c(C(=O)N2COCC2(C)C)cc2c(=O)n3ccccc3nc21 | -7%
COCCn1c(=O)[nH]c2cc(C(=O)OC)ccc2c1=O | -10%
Further compounds
SMILES | mouse EphA4 binding
COc1ccccc1CC(=O)Nc1ccc(-c2nnc(-c3ccco3)o2)cc1 | -2%
Cc1cc(C)cc(N(CC(=O)NCc2ccco2)C(=O)CCC(=O)Nc2ccccn2)c1 | -21%
Cc1nc(-c2ccccc2)sc1-c1nc(-c2cccs2)ncc1S(=O)(=O)c1ccccc1 | -7%
O=C(Nc1ccc(Br)cc1)c1cccc(NC(=O)C2C3CC4OC(=O)C2C4C3)c1 (centres undefined) | -3%
CCCn1c(=O)c(C(=O)c2ccccc2)nc2ccccc21 | -13%
CCCCC(=O)Nc1ccc(Cl)cn1 | -4%
CCCCC/C(C)=C(\C#N)C(=O)OCC | -5%
CSc1nc(-c2ccco2)nn1C(=O)c1ccc(Cl)cc1 | -2%
Cc1[nH]nc2c1/C(=N/O)CC(c1ccccc1)C2 (centres undefined) | -4%
Cc1cc(C)c(S(=O)(=O)N2CCN(CCO)CC2)c(C)c1 | -26%
CCn1c(=O)c2cc(C(=O)Nc3cc(C)on3)sc2c2ccccc21 | -7%
COc1ccccc1C1C2CCCCC2(O)CCN1CC(=O)Nc1ccccc1 (centres undefined) | -13%
COc1ccc(-c2nc(CSCC(=O)NCCC3=CCCCC3)c(C)o2)cc1OC | 10%
COc1ccc(C(CC(=O)NC(C)(C)C)n2cccc2)cc1 (centres undefined) | -10%
O=[N+]([O-])c1ccc(-n2nnc3ccccc32)nc1 | -11%
COC(=O)c1ccccc1NC(=O)CSc1nccn1C | 2%
CCCCN(C)Cc1c(C)[nH]c2c(ccc3ccccc32)c1=O | 1%
COc1c([N+](=O)[O-])cc2c(C)c(Br)c(=O)oc2c1OC | -5%
Cc1ccc(Cc2cnc(NC(=O)/C=C/c3ccc(C)o3)s2)cc1 | -5%
O=C1Oc2ccc(Cl)cc2C1c1ccccc1 (centres undefined) | -7%
c1ccc(-c2noc(CSc3nnnn3-c3ccccc3)n2)cc1 | -12%
CCC(=O)NCCNC(=O)c1c(SC)nsc1SC | -10%
O=C(NC1CCCCC1)C(c1ccc(Cl)cc1)N1CCC2(CC1)OCCO2 (centres undefined) | -14%
O=C(CSc1nnnn1Cc1ccccc1)Nc1ccc2c(c1)OCCO2 | -16%
O=C(CCCC(=O)N(CC(=O)NC1CCCCC1)Cc1ccco1)Nc1ccccn1 | -14%
Other entries follow:
SMILES | mouse EphA4 binding
COc1ccc(OCc2nnc(SCC(=O)N3c4ccccc4Sc4ccc(Cl)cc43)o2)cc1 | -4%
Cc1nc(C(=O)Nc2ccc(Cl)cc2Cl)nn1-c1cc(OC(C)C)c(Cl)cc1Cl | 6%
Cc1cccc(C#N)c1NC1=CC(=O)CC(C)(C)C1 | 2%
COc1ccc2c(c1)C(=O)OC2CC(=O)O (centres undefined) | 3%
CCN(CC)CC(=O)n1c2c(c3ccccc31)CCCC2 | 6%
CC(C)C(C(=O)Nc1sc2c(c1C#N)CCCCC2)N1C(=O)c2ccccc2C1=O (centres undefined) | -10%
CCOc1ccc2nc(C)cc(Nc3ccc4c(c3)OCCO4)c2c1 | 4%
CCC(C)NC(=O)c1ccc(CSCc2cccc(F)c2)o1 (centres undefined) | -2%
CCC1(C)CC(CC(=O)O)(c2ccccc2OC)CCO1 (centres undefined) | -18%
C=CCNC1=C(Cl)C(=O)N(c2ccccc2Cl)C1=O | -8%
CCCc1ccc(-c2cc(C(=O)NCCc3ccc(S(N)(=O)=O)cc3)c3ccccc3n2)cc1 | -9%
O=C(CSC1=NCCS1)NC1CCCC1 | -4%
Cc1cc(C)nc(N/C(=N\S(=O)(=O)Cc2ccccc2)Nc2cccc(Cl)c2C)n1 | 1%
COC(=O)C1=C(C)N(c2ccc(F)cc2)C(=O)/C1=C\c1ccc(OCC(=O)NCC2CCCO2)cc1 (centres undefined) | -2%
CC1CCCCC1NC(=O)Cn1[nH]c(=O)c2ccccc2c1=O (centres undefined) | -19%
COc1ccc(C2OC(=O)c3ccccc3S2)cc1 (centres undefined) | -12%
COC(=O)C(Nc1nccs1)(OC)C(F)(F)F (centres undefined) | -11%
O=C(c1ccccc1Cl)N1CCN(c2c(Cl)cccc2[N+](=O)[O-])CC1 | 0%
C=CCOc1ccc(CNn2cn[nH]c2=S)cc1OCC | -9%
CCN(CC)C(=O)CSc1nc2c(sc(=S)n2CC)c(=O)n1-c1ccccc1 | -9%
COc1ccc2oc(=O)c(C(=O)NCCc3ccccc3)cc2c1 | -9%
COc1ccccc1C(=O)Nc1ccc(Br)cc1 | 3%
O=C(CN1C(=O)COc2ccccc21)c1ccc(Cl)cc1 | 5%
CC(=O)OCc1ccc(-c2ccc([N+](=O)[O-])cc2)o1 | -10%
Cc1cc(/C=N/n2cnnc2)c(C)n1-c1ccc(I)cc1 | -5%
(cont.)
SMILES | mouse EphA4 binding
O=C(C1CCCN1S(=O)(=O)c1cccc2cccnc12)N1CCc2ccccc2C1 (centres undefined) | -3%
Cc1ccc(C(=O)NNC(=O)C2CCCN(c3ncccn3)C2)cc1 (centres undefined) | 2%
CCOC(=O)c1c(C)[nH]c(C)c1C(=O)CSc1nnc(-c2ccncc2)n1C | -8%
COc1ccc(C(C)=O)cc1COC(=O)c1cccc(N(C)C)c1 | -4%
Cn1c(Cn2nnc3ccccc32)nnc1SCC(=O)N1CCc2ccccc21 | -4%
Brc1ccc(-c2nn3c(-c4ccncc4)nnc3s2)o1 | -3%
CC(=O)Nc1nonc1-c1nc2ccccc2n1Cc1nnc(C)o1 | 4%
COCCCNC(=O)Cn1nc(-c2ccc(C)cc2)ccc1=O | -13%
Cc1ccc(-c2nnc(SCC(=O)NNC(=O)COc3cccc(C)c3)n2C)cc1 | -20%
O=C(CSc1nnc(-c2ccco2)n1Cc1ccccc1)c1ccc(F)cc1 | 9%
Cc1cc(C)nc(SCC(=O)Nc2ccccc2[N+](=O)[O-])n1 | -5%
CCn1c(SCC(=O)Nc2ccc(NC(=O)c3cccs3)cc2)nnc1-c1cccnc1 | -9%
COc1ccc(NC(=O)COc2ccc(/C=N/n3c(C)nnc3C)cc2OC)cc1 | -1%
COc1ccc(OC)c(C=C2C(=O)N(C)C(=S)N(C)C2=O)c1 | -14%
CCOC(=O)C1=C(c2ccccc2)N(C)C(=O)NC1c1ccc(O)c(OC)c1 (centres undefined) | -12%
COC(=O)c1ccc(CSc2nnc(-c3ccncc3)o2)o1 | -4%
CCCS(=O)(=O)N1CCC(C(=O)NCCCOCC)CC1 | 13%
O=c1c2ccccc2nc(-c2ccccc2)n1/N=C/c1cccs1 | 0%
O=C(COC(=O)C1CCCN1C(=O)c1cccs1)c1ccccc1 (centres undefined) | -1%
CCN1C(=O)/C(=C2/SC(C)=C(C)N2CC)SC1=S | -7%
O=C(/C=C/c1ccccc1)NC(=S)Nc1ccc(N2CCOCC2)cc1 | -5%&12%
FC(F)(F)C1=CC(c2ccc(Cl)cc2)=NCCN1 | -3%
Cc1cccc(NC(=O)c2ccccc2NC(=O)C(C)(C)C)n1 | -7%
O=C(Cc1ccccc1)Nc1ccccc1N1CCOCC1 | 6%
CCc1ccc(NC(=O)C(=O)NCCc2ccc(F)cc2)cc1 | -10%
COCCSc1ccccc1C(=O)NCc1ccc2c(c1)OCO2 | -18%
COc1ccc(N(CC(=O)NC2CCCC2)S(=O)(=O)c2c(C)[nH]c(=O)[nH]c2=O)cc1 | -2%

Filtered by structure: those above with an aryl thioether with sulfur outside any ring (20)
SMILES | mouse EphA4 binding
CC(C)OC(=O)CSc1nc2cccnc2n1-c1ccc(F)cc1 | -12%
FC(F)(F)c1nnc(-c2ccccc2)nc1Sc1ccccc1 | 0%
O=C(CSc1nnc(-c2c[nH]c3ccccc23)o1)c1ccccc1 | -11%
COc1ccc(Cc2nnc(SCC(=O)c3cccc([N+](=O)[O-])c3)n2C)cc1 | -14%
Clc1ccccc1CSc1snnc1-c1ccccc1 | 3%
CSc1nc(-c2ccco2)nn1C(=O)c1ccc(Cl)cc1 | -2%
COC(=O)c1ccccc1NC(=O)CSc1nccn1C | 2%
c1ccc(-c2noc(CSc3nnnn3-c3ccccc3)n2)cc1 | -12%
CCC(=O)NCCNC(=O)c1c(SC)nsc1SC | -10%
O=C(CSc1nnnn1Cc1ccccc1)Nc1ccc2c(c1)OCCO2 | -16%
COc1ccc(OCc2nnc(SCC(=O)N3c4ccccc4Sc4ccc(Cl)cc43)o2)cc1 | -4%
CCN(CC)C(=O)CSc1nc2c(sc(=S)n2CC)c(=O)n1-c1ccccc1 | -9%
CCOC(=O)c1c(C)[nH]c(C)c1C(=O)CSc1nnc(-c2ccncc2)n1C | -8%
Cn1c(Cn2nnc3ccccc32)nnc1SCC(=O)N1CCc2ccccc21 | -4%
Cc1ccc(-c2nnc(SCC(=O)NNC(=O)COc3cccc(C)c3)n2C)cc1 | -20%
O=C(CSc1nnc(-c2ccco2)n1Cc1ccccc1)c1ccc(F)cc1 | 9%
Cc1cc(C)nc(SCC(=O)Nc2ccccc2[N+](=O)[O-])n1 | -5%
CCn1c(SCC(=O)Nc2ccc(NC(=O)c3cccs3)cc2)nnc1-c1cccnc1 | -9%
COC(=O)c1ccc(CSc2nnc(-c3ccncc3)o2)o1 | -4%
COCCSc1ccccc1C(=O)NCc1ccc2c(c1)OCO2 | -18%

Part of the list above in another layout:
| SMILES | mouse EphA4 binding |
| --- | --- |
| CCc1ccc(NC(=O)C(=O)NCCc2ccc(F)cc2)cc1 | -10% |
| COCCSc1ccccc1C(=O)NCc1ccc2c(c1)OCO2 | -18% |

Screening data from PubChem.
